Screening data from PubChem.
aSyn rescue = inhibitors of alpha-synuclein toxicity in yeast. Yeast expressing alpha-synuclein, growth rescue, BacTiter-Glo, 24 h. Potency, µM (titrated, usually from 46.1 µM), for the others: at the top dose growth rescue (activation), usual class: activators. hit rate 0.14% among 370,000. AID 652106; note: potency is the fitted concentration of half-maximal effect; % of control where 0% means no effect; nearly all actives have a fitted effect of over 65% in size
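Galactose-induced alpha-syn yeast (OD600=0.02, raffinose-pregrown) + pinned cpd, 24 hr, 30 deg C; growth by BacTiter-Glo luminescence. Growth restoration scores as activation.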
pAkt inh = blocks phosphorylation of Akt | activity change, % for hits at 50 µM | hit rate 0.32% among 360,000 | Neuro2A IGF-stimulated pAkt S473 HTRF, 20 min; active compounds read low | AID 651550; in the data active = activity change below about -80%; inconclusive = mostly about -51% to -80%; note: % is set by controls: 0 for no effect and ±100 for the full control effect
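Neuro2A cells (4,500/well, DMEM with 0.5% FBS) were treated with compound at a single 50 µM final concentration, stimulated with 6 nM IGF for 20 min at 37 °C, and lysed. Phospho-Akt Ser473 was read by HTRF as 665/615 ratio ×10^4.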
HEK293 tox = cytotoxicity in counter-screen for GLP-1R inverse agonists; hit rate 0.13% among 410,000; HEK293 cAMP-luciferase reporter cells, luminescence, 24 h; Potency, µM (titrated, usually from 38.3 µM), inactives show top-dose activity change, negative = inhibition, most hits filed as inhibitors;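 note: loss of luciferase light is scored as toxicity; potency is the fitted concentration of half-maximal effect; % is set by controls: 0 for no effect and ±100 for the full control effect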
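Here, cytotoxicity is scored as loss of luminescence. The MLSMR collection was tested on cells seeded in medium containing 10% Nu serum, with a 24 hr compound exposure preceded by 12 hours of culture.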
PTHR1 agonist = agonists of human PTHR1 parathyroid hormone receptor | AID 743266 | HEK293 GP2 PTHR1 cells, GloSensor cAMP luminescence, 1 h | hit rate 0.075% among 410,000 | Potency, µM (highest dose often 115 µM), for the others: top-dose activation, hits mostly activators; note: potency is the fitted concentration of half-maximal effect; nearly all actives have a fitted effect of over 55% in size; some results filed as inactive show a strong effect at the top dose; inactives centre near -15; many of its hits are not listed in these tables
Target sequence (Q03431 whole entry, looked up): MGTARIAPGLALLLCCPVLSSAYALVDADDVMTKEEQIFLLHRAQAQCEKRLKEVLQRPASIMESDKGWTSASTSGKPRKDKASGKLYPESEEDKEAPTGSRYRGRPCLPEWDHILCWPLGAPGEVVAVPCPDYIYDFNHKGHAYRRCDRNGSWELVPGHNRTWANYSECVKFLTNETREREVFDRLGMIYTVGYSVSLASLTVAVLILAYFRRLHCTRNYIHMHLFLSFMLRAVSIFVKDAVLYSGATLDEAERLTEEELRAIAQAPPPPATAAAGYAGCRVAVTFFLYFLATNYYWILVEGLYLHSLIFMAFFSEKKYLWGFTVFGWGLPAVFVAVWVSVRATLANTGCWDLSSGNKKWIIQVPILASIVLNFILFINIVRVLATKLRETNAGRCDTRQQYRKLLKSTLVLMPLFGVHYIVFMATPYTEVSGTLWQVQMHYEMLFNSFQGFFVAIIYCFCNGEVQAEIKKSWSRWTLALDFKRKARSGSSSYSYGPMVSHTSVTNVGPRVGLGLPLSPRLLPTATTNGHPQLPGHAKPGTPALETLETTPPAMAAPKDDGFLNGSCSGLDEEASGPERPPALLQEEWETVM
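HEK-293-derived GP2 cells expressing PTHR1 and a GloSensor cAMP reporter, 3,000/well, plated overnight, given luciferin plus IBMX (each 0.5 mM as added) for 1 h at 37 °C, then compound for 1 h at 37 °C. Luminescence was read after 15 min at room temperature.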
GLP-1R inv ag = GLP-1 receptor (human) inverse agonism; P43220; HEK293 GLP-1R CRE-luciferase, luminescence, 24 h; GLP-1R form is constitutively active; Potency, µM (top dose mostly 38.3 µM), without a hit: top-dose activity change, negative = inhibition, hits mostly inhibitors; hit rate 1.6% among 410,000; AID 624417; note: potency is the fitted concentration of half-maximal effect; % is set by controls: 0 for no effect and ±100 for the full control effect; nearly all actives have a fitted effect of over 55% in size
Target sequence (P43220 whole entry, looked up): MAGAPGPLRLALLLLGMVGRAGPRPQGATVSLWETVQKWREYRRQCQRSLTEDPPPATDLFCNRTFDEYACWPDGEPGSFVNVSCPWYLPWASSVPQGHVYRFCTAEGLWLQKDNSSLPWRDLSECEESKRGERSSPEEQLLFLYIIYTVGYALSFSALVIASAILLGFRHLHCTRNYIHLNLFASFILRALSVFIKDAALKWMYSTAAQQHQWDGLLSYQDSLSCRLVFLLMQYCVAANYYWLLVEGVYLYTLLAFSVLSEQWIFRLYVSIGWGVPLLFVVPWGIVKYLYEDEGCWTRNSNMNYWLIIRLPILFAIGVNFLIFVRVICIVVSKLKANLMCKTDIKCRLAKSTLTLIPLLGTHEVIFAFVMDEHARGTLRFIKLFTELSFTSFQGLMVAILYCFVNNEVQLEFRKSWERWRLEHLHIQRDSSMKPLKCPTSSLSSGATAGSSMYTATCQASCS
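HEK293 cells stably co-expressing a cAMP-responsive luciferase reporter and constitutively active GLP-1R were seeded, incubated 12 h, then exposed to compounds for 24 h at 37 C. Luminescence was read 12 min after detection reagent; inverse agonists lower signal.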
FUS suppressor = rescues growth of FUS-expressing yeast | S. cerevisiae FUS-expressing, growth rescue, OD600, 24 h | AID 1347120 | Potency, µM (top dose mostly 76.6 µM), for the others: at the highest dose growth rescue (activation), most hits filed as activators | hit rate 0.24% among 390,000;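 note: potency is the fitted concentration of half-maximal effect; plate controls were DMSO vehicle for no effect and reference control for full effect; nearly all actives have a fitted effect of over 55% in size; some results filed as inactive show a strong effect at the top dose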
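S. cerevisiae expressing FUS from galactose induction served as the toxicity model. Growth after 24hr at 30C, read as absorbance at 600 nm, indicates suppression of toxicity; compounds dosed at several concentrations.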
Abeta yeast res = restores growth of yeast expressing A-beta42 peptide. yeast expressing A-beta42, growth rescue, OD600, 48 h; response scale: 0% DMSO, 100% iron-clioquinol control. Potency, µM (doses to about 46.1 µM), without a hit: at the highest dose growth rescue, most hits filed as activators. hit rate 0.063% among 410,000. AID 1347071; note: potency is the fitted concentration of half-maximal effect; nearly all actives have a fitted effect of over 55% in size
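Yeast growth medium received pinned compounds, then yeast cells expressing toxic A-beta were added; plates incubated at 30 C for 48 hr. Growth read as absorbance at 600 nm, normalized to DMSO and equimolar FeCl3 plus clioquinol controls.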
TDP-43 yeast inh = TDP-43 toxicity inhibition in yeast; Potency, µM (highest dose often 46.1 µM), inactives show top-dose growth rescue (activation), actives largely listed as activators; AID 652104; hit rate 1.8% among 410,000; TDP-43 expressing yeast growth rescue, BacTiter-Glo, 24 h; note: potency is the fitted concentration of half-maximal effect; % of control where 0% means no effect; nearly all actives have a fitted effect of over 50% in size
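Luminescence from BacTiter-Glo reports growth of TDP-43-expressing yeast after 24 hr at 30 deg C with compound. Cells were raffinose-pregrown to mid-log, then seeded in galactose medium at OD600=0.02.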
MmCpn inh = M. maripaludis TRiC chaperonin inhibition. purified Mm-Cpn ATPase, ADP Transcreener TR-FRET. Potency, µM (series often up to 76.9 µM), for inactives: top-dose activity, negative = inhibition, hits mostly inhibitors. hit rate 0.031% among 330,000. AID 504842; note: potency is the fitted concentration of half-maximal effect; % is set by controls: 0 for no effect and ±100 for the full control effect; nearly all actives have a fitted effect of over 80% in size
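TR-FRET (320 nm excitation; 590 and 665 nm emission) reports ADP made from 10 uM ATP by 25 nM enzyme; compounds were preincubated 10 min, reaction run 30 min, both at 37°C.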
* = called active by the depositor; i = inactive; ? = inconclusive; / = no result given; [ ] = another dose, or the depositor's remark. Unless noted, calls come from the whole dose curve; as a rule, active = well fitted curve in the direction sought with a large enough effect; inconclusive = small, poorly fitted or top-dose-only effect, or another doubt; inactive = no such curve, though single readings can be large; an effect the other way counts as inactive or inconclusive. These rows are one share of the data (hit frequency here may not be typical).

Letters: A = aSyn rescue; B = pAkt inh; C = HEK293 tox; D = PTHR1 agonist; E = GLP-1R inv ag; F = FUS suppressor; G = Abeta yeast res; H = TDP-43 yeast inh; I = MmCpn inh
O=S(=O)(CCN1CCOCC1)c1ccc(Oc2ccc(S(=O)(=O)CCN3CCOCC3)cc2)cc1
  A: -1%; B: i; C: -19%; D: -22%; E: 23%; F: 4%; G: -1%; H: -1%; I: -2%

CN(c1ccc(C(=O)Nc2ccc3c(c2)OCO3)cc1)S(C)(=O)=O
  A: -4%; B: i; C: -17%; D: -88%[inhibitor]; E: -27%; F: -14%; G: -5%; H: -7%; I: -1%

Cc1ccc(S(=O)(=O)N2CCC(C(=O)NCCc3ccccn3)CC2)cc1
  A: 6%; B: i; C: -1%[0.307 µM]; D: i; E: 15%[0.307 µM]; F: 4%; G: 9%; H: -21%; I: -1%

CN1CC(c2ccccc2Cl)C2(COc3ccccc3C2=O)C12C(=O)Nc1ccccc12 (stereo not drawn)
  A: 7%; B: i; C: -13%; D: -12%[57.5 µM]; E: -1%; F: 25%; G: 31%; H: ?; I: 3%

CCOC(=O)C1=CCN(S(=O)(=O)c2ccc(F)cc2)C1c1ccc(Br)cc1 (stereo not drawn)
  A: 24%; B: i; C: 4%; D: i; E: ?; F: 43%; G: 21%; H: 35µM*; I: /

N#CC1=C(SCc2ccc(C#N)cc2)N=C(N)C(c2nc(-c3ccccc3)cs2)C12CCCCC2 (stereo not drawn)
  A: 9%; B: i; C: -3%; D: -13%; E: ?; F: 7%; G: 32%; H: 14%; I: -12%

Cc1ccc2oc(C(=O)NCCC3CCCCO3)c(C)c2c1 (stereo not drawn)
  A: 18%; B: i; C: -5%; D: i; E: ?; F: 13%; G: -12%; H: 7%; I: -5%

COc1cc(NC(=O)c2ccc([N+](=O)[O-])cc2)c(OC)cc1NC(=O)CC(C)C
  A: -1%; B: i; C: 4%; D: i; E: 9%; F: -32%; G: 18%; H: 0%; I: -7%

C=CCOc1ccc(CNC(C)(C)CO)cc1OC
  A: 1%; B: i; C: 0%; D: i; E: -2%; F: -7%; G: 3%; H: 9%; I: -1%

Clc1ccc(-c2nnc(COc3ncnc4ccccc34)o2)cc1
  A: -3%; B: i; C: 16%[0.307 µM]; D: i; E: 2%[0.307 µM]; F: 8%; G: 9%; H: /; I: 0%

COc1ccc(CCNC(=O)Cn2c(-c3cccs3)cc3cc(F)ccc32)cc1OC
  A: /; B: /; C: -10%; D: -21%; E: -3%; F: -11%; G: 12%; H: 26%; I: /

CC1S/C(=N/N=C/c2cccc([N+](=O)[O-])c2)NC1=O (stereo not drawn)
  A: 2%; B: i; C: 3%; D: -17%; E: ?; F: 11%; G: 7%; H: 8%; I: 0%

Cc1cc(=O)oc2cc3c(cc12)OCO3
  A: 1%; B: i; C: -7%; D: i; E: 11%; F: -27%; G: 3%; H: 8%; I: -6%

O=C(N/N=C/c1ccncc1)c1nc2ccccc2c(=O)[nH]1
  A: -4%; B: i; C: 5%; D: i; E: 8%; F: -17%; G: /; H: -1%; I: 2%

O=C(Nc1ccc(CN2CCOCC2)cc1)c1ccc(Cl)cc1Cl
  A: 0%; B: i; C: 13%; D: -74%[inhibitor]; E: -21%; F: -7%; G: -4%; H: -11%; I: 0%

4 entries from above, in markdown:
| Compound | aSyn rescue | pAkt inh | HEK293 tox | PTHR1 agonist | GLP-1R inv ag | FUS suppressor | Abeta yeast res | TDP-43 yeast inh | MmCpn inh |
| --- | --- | --- | --- | --- | --- | --- | --- | --- | --- |
| Cc1ccc2oc(C(=O)NCCC3CCCCO3)c(C)c2c1 (stereo not drawn) | 18% | i | -5% | i | ? | 13% | -12% | 7% | -5% |
| COc1cc(NC(=O)c2ccc([N+](=O)[O-])cc2)c(OC)cc1NC(=O)CC(C)C | -1% | i | 4% | i | 9% | -32% | 18% | 0% | -7% |
| C=CCOc1ccc(CNC(C)(C)CO)cc1OC | 1% | i | 0% | i | -2% | -7% | 3% | 9% | -1% |
| Clc1ccc(-c2nnc(COc3ncnc4ccccc34)o2)cc1 | -3% | i | 16%[0.307 µM] | i | 2%[0.307 µM] | 8% | 9% | / | 0% |

Next structures.
Letters: A = aSyn rescue; B = pAkt inh; C = HEK293 tox; D = PTHR1 agonist; E = GLP-1R inv ag; F = FUS suppressor; G = Abeta yeast res; H = TDP-43 yeast inh; I = MmCpn inh
COc1ccc(CCNC(=O)C2CCN(S(=O)(=O)c3cccc4cccnc34)CC2)cc1OC
  A: 5%; B: i; C: 15%; D: -10%; E: 33%[activator]; F: 17%; G: -12%; H: 0%; I: -2%

CCOC(=O)C1Cn2c(nc3c(c2=O)C(C)(CC)Cc2ccccc2-3)S1 (stereo not drawn)
  A: 0%; B: i; C: 70%[activator]; D: ?; E: ?; F: 27%; G: -14%; H: ?; I: -5%

Nc1ccc(C(=O)OCC(=O)NC2CCS(=O)(=O)C2)cc1[N+](=O)[O-] (stereo not drawn)
  A: 5%; B: i; C: -13%; D: -24%; E: 0%; F: -1%; G: 8%; H: -1%; I: 1%

COc1ccc(S(=O)(=O)N(CC(=O)NCc2ccncc2)Cc2ccccc2)cc1
  A: 5%; B: i; C: 1%; D: i; E: -12%; F: 6%; G: -1%; H: 10%; I: 2%

Cc1cc(CNC(=O)COC(=O)C2CC3CCCC(C2)C3=O)cc(C)c1O (stereo not drawn)
  A: 0%; B: i; C: -12%; D: -2%; E: 11%; F: 11%; G: 7%; H: 19%; I: 0%

CCOC(=O)c1[nH]c(C)c(CCC(=O)N2CCN(c3cccc(C)c3C)CC2)c1C
  A: /; B: /; C: 2%; D: -87%[inhibitor]; E: ?; F: 32%; G: -1%; H: 21%[9.22 µM]; I: /

CCN(Cc1ccccc1)C(=O)COC(=O)c1cc(=O)[nH]c2ccccc12
  A: -4%; B: i; C: -8%; D: -24%; E: 9%; F: 22%; G: 2%; H: -30%[1.82 µM]; I: 1%

Cc1cccc(N2CCN(C(=O)C3CCCN(S(=O)(=O)c4cnc[nH]4)C3)CC2C)c1 (stereo not drawn)
  A: 6%; B: i; C: 6%; D: 10%[57.5 µM]; E: 2%; F: 21%; G: 8%; H: 9%; I: 1%

CCSc1nc(O)cc(=O)n1CC
  A: 14%; B: i; C: -2%; D: -34%[inhibitor]; E: 7%; F: 1%; G: 4%; H: -1%; I: -3%

Cc1ccc(NC(=O)c2cc(S(=O)(=O)N3CCOCC3)cn2C)cc1Cl
  A: -10%; B: i; C: -3%; D: -40%; E: -15%; F: -8%; G: -7%; H: -2%; I: -1%

CC(=O)NCN1CCN(CNC(C)=O)CC1
  A: 5%; B: /; C: 1%; D: -13%[57.5 µM]; E: 2%; F: -31%; G: 7%; H: 8%; I: 2%

COc1cccc(-c2ccc3nccn3c2)c1
  A: 6%; B: i; C: 6%; D: 10%; E: 29%; F: 16%; G: 4%; H: 4%; I: /

COc1ccc(CNS(=O)(=O)c2ccc(-c3ccc(=O)[nH]n3)s2)cc1OC
  A: -2%; B: i; C: -5%; D: i; E: 50%[activator]; F: -9%; G: -15%; H: -10%; I: -1%

CC12CCC(C(=O)NCc3ccco3)(OC1=O)C2(C)C (stereo not drawn)
  A: -5%; B: i; C: -13%; D: -8%[57.5 µM]; E: 0%; F: -16%; G: 11%; H: -10%; I: -7%

Fc1ccc(CNC(=S)NCc2cccc(Cl)c2)cc1
  A: -7%; B: i; C: ?; D: -23%; E: ?; F: -14%; G: ?; H: ?; I: 0%

CC(=O)Nc1ccc(S(=O)(=O)N2CCC(C(=O)c3ccc(F)cc3)CC2)cc1
  A: -9%; B: i; C: 2%; D: -12%; E: -9%; F: -14%; G: -7%; H: -4%; I: -1%

Cc1ccc(NC(=O)Cn2c(O)c(N=NS(=O)(=O)c3ccc(C)cc3)c3ccccc32)cc1
  A: -10%; B: i; C: 18%; D: i; E: 6%; F: /; G: 0%; H: 17%; I: 0%

Cc1cccc(N2CCN(CC(=O)Nc3nccs3)CC2)c1C
  A: 1%; B: i; C: -4%; D: -10%[57.5 µM]; E: ?; F: -2%; G: 27%; H: 12%; I: 2%

C[C@H](CO)N1C[C@H](C)[C@H](CN(C)C(=O)NC2CCCCC2)Oc2cc(-c3cccnc3)ccc2S1(=O)=O
  A: -3%; B: i; C: -15%; D: -21%; E: 14%; F: 19%; G: -7%; H: -4%; I: /

CC1(C(=O)NS(=O)(=O)c2ccc(Cl)s2)CCN1C(=O)c1ccc(C2CCCCC2)cc1 (stereo not drawn)
  A: -41%[inhibitor]; B: i; C: 1%; D: -24%; E: ?; F: 13%; G: -15%; H: ?; I: /

Cc1ccc(NC(=O)CCn2c(=O)c3cccn3c3ccccc32)cc1Cl
  A: /; B: /; C: 4%; D: i; E: 16%; F: -6%; G: 5%; H: 7%; I: /

COc1ccccc1NC(C)C(=O)N/N=C/c1ccccc1OCc1cccc(Br)c1 (stereo not drawn)
  A: 10%; B: i; C: ?; D: -23%; E: ?; F: 22%; G: -1%; H: -8%; I: -1%

CCCCNS(=O)(=O)c1ccc(NC(=O)C2c3ccccc3Oc3ccccc32)cc1
  A: 2%; B: i; C: ?; D: i; E: ?; F: /; G: -13%; H: 20%; I: -2%

Cc1ccc(OCCn2cc(C(=O)c3cccs3)c3ccccc32)cc1
  A: /; B: /; C: 3%; D: -16%; E: ?; F: 24%; G: -15%; H: -2%; I: /

Cc1ccc(C)c(S(=O)(=O)N2CCN(c3ncccn3)CC2)c1
  A: ?; B: i; C: -12%; D: -11%; E: -16%; F: -13%; G: 13%; H: ?; I: 1%
